Assay outcomes (PubChem BioAssay)
HTRA1 inhibitor: HTRA1 serine protease inhibitors, primary screen, biochemical, fluorescence polarization, HTS. AID 504803, 2011. inhibition, % at 5.96 µM. Q92743. recombinant HTRA1, FP-rhodamine activity-based probe. 340,000 compounds, 0.5% hits; in the data active means inhibition above about 36%;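 further: 0% = enzyme with DMSO and 100% = wells lacking enzyme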
PRMT1 inh: PRMT1 methyltransferase inhibitors, primary screen, biochemical, fluorescence polarization; Protein arginine N-methyltransferase 1 (Homo sapiens), Q99873; recombinant PRMT1, activity-based probe fluorescence polarization; inhibition, % at 2.79 µM; 370,000 compounds, 1.3% hits; AID 652257, 2013;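 active means inhibition above about 21% made by adding two undisclosed values, limit read from the data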
Target sequence (Q99873 whole entry, looked up): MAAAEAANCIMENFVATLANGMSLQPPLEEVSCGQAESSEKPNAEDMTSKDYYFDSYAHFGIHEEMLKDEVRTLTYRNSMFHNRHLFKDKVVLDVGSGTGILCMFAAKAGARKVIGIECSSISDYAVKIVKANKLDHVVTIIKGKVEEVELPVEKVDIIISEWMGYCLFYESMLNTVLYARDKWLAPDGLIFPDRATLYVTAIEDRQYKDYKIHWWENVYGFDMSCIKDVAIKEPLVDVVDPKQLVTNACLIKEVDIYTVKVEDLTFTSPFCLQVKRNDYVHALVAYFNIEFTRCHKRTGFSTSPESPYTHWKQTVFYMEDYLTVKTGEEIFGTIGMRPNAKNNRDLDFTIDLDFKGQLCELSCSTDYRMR
TCR CD3 inh: inhibitors of human TCR-CD3 interaction, primary screen, biochemical, fluorescence, TAMRA-labeled TCR probe | inhibition, % at 9.4 µM | T-cell receptor (TCR) | AID 651800, 2012 | 360,000 compounds, 0.37% hits; in the data active means inhibition above about 19%;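 further: recombinant mutant TCR 2C K166C tagged with TAMRA read by polarization; 0% = receptor in buffer alone and 100% = receptor with positive control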
NR1D1 modulator: modulators of Rev-erb alpha DNA binding, primary screen, biochemical, FITC-DNA, fluorescence polarization, uHTS | Nuclear receptor subfamily 1 group D member 1 (Homo sapiens), P20393 | 370,000 compounds, 0.79% hits | AID 1259318, 2017 | Rev-erbα–FITC-DNA binding, 90 min | activity, % at 10 µM;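 active means activity above about 14%, limit read from the data; passing the limit was not always enough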;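 further: 0% = DMSO wells with 35 nM protein and 100% = DMSO wells with 750 nM protein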
PG9 Ab binder: binders of HIV-1 gp120 antibody PG9, primary screen, biochemical, TR-FRET; HIV-1 gp120 / PG9 antibody interaction; TR-FRET gp120-PG9 antibody binding; inhibition, % at 6.7 µM; 360,000 compounds, 0.43% hits; AID 624416, 2012; in the data active means inhibition above about 8.5%
mABHD4 FP: ABHD4 inhibitors, primary screen, biochemical, fluorescence polarization, mouse; 370,000 compounds, 0.54% hits; AID 720543, 2013; inhibition, % at 8.92 µM; purified mABHD4, FP-Rh probe fluorescence polarization; (Lyso)-N-acylphosphatidylethanolamine lipase (Mus musculus), Q8VD66;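 active means inhibition exceeding the mean over every tested compound plus 3 SD, cut at about 30% in these data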;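 further: 0% = plate median of compound wells and 100% = S159A mutant with DMSO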
Target sequence (Q8VD66 whole entry, looked up): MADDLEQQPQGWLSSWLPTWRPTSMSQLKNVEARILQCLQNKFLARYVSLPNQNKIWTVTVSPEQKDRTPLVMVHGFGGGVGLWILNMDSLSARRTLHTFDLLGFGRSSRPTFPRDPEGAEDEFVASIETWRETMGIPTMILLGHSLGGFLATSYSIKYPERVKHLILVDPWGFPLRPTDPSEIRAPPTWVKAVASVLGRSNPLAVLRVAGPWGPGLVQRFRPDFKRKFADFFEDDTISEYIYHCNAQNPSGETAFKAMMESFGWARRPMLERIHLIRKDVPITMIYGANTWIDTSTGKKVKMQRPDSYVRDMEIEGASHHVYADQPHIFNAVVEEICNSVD
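Test system: mABHD4 protein | Buffer or medium: HEPES pH 7.0 buffer, 150 mM NaCl, 0.01% Pluronic F-127 | Probe or stimulus: FP-Rh fluorescent activity-based probe, added after compound pre-incubation | Timing: Pre-incubation 45 min, probe exposure 60 min, at 25 °C | Technique: Fluorescence polarization, excitation 525 nm, emission 598 nm, BODIPY TMR filters | Repeats: Single well per compound (singlicate)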
rCAG binder: binders of r(CAG) RNA repeats, primary screen, biochemical, fluorescence | r(CAG) RNA repeat, TO-PRO-1 dye displacement fluorescence | 370,000 compounds, 1.3% hits | inhibition, % at 3 µM;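 active means inhibition above the plate cutoff, the mean of all test compounds on that plate plus 3 SD, cut at about 35% in these data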;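 further: 0% = DMSO alone and 100% = 100 µM mitoxantrone as full dye displacement; higher means more dye released from RNA so lower well fluorescence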
LEDGF integ inh: blockers of LEDGF/p75-dependent integrase strand transfer – biochemical, TR-FRET, high throughput, primary screen | HIV-1 integrase (with human LEDGF/p75) | TR-FRET IN-LEDGF/p75 DNA integration, Eu/Cy5 | inhibition, % at 3.7 µM | 370,000 compounds, 0.64% hits | AID 743269, 2014;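 active means inhibition above the screen-wide mean plus 3 SD, cut at about 13% in these data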;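 further: signal is the Cy5 over europium emission ratio at 671 and 618 nm; 0% = plate median of compound wells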
UHRF1 binding: UHRF1 methylated DNA binding inhibitors, primary screen, counter-screen for MBD2 inhibitor project, biochemical, TR-FRET, human UHRF1, single concentration. UHRF1 binding to methylated oligo. inhibition, % at 4.4 µM. 370,000 compounds, 0.75% hits. AID 687016, 2013; in the data active means inhibition above about 21%;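 further: UHRF1 SRA domain binding a hemimethylated CpG hairpin DNA probe; 0% = median of test compound wells and 100% = reference inhibitor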
MBD2 inh: inhibitors of MBD2 binding to methylated DNA, primary screen, biochemical, TR-FRET, DNA-binding domain, human; MBD2 binding to methylated oligonucleotide; inhibition, % at 4.4 µM; 370,000 compounds, 0.31% hits; AID 686964, 2013; in the data active means inhibition above about 13%
An asterisk follows results filed as active; . = no result given. A portion of the library, so the mix of outcomes need not match the whole.

Values run as follows: HTRA1 inhibitor | PRMT1 inh | TCR CD3 inh | NR1D1 modulator | PG9 Ab binder | mABHD4 FP | rCAG binder | LEDGF integ inh | UHRF1 binding | MBD2 inh
Clc1ccc(CN2CCC(c3nc4ccc(Cl)cc4[nH]3)CC2)cc1
→ -38 | 1 | -2 | 1 | -1.0 | -1 | -3 | -4 | 2 | 1
O=C(COC(=O)C1COc2ccccc2O1)Nc1cccc(Cl)c1 (stereo not drawn)
→ -2 | -1 | 5 | 2 | -1.4 | -2 | 0 | 4 | -1 | 4
Cc1ccccc1OCC(=O)Nc1ccccc1N1CCCCC1
→ -16 | -5 | 0 | 17* | -2.9 | -2 | -2 | 0 | 13 | 2
COc1cc2cc(CCOC(=O)c3ccc(C#N)cc3)oc(=O)c2cc1OC
→ -2 | -2 | 5 | -2 | 0.2 | -4 | 2 | -3 | 2 | -5
Cc1ccc(S(=O)(=O)NCC(=O)OCC(=O)N2CC(C)OC(C)C2)cc1 (stereo not drawn)
→ 5 | -1 | 4 | -1 | -3.0 | 0 | -2 | 2 | 0 | 1
CSc1ccccc1OCc1cc(C(=O)NC(C)Cn2cncn2)no1 (stereo not drawn)
→ -5 | 6 | -6 | 6 | -0.7 | -4 | -1 | 2 | 0 | 5
COc1ccc(S(=O)(=O)NNC(=O)c2cc3cc4ccccc4nc3s2)cc1
→ -4 | 0 | 4 | 5 | -1.9 | -15 | 35* | -4 | -4 | 0
CC1CCN(CC(=O)c2cccs2)CC1
→ 6 | -1 | -3 | -3 | -2.5 | -5 | -1 | 3 | 2 | 0
CC(C)C[C@H]1COc2cc(Br)ccc2S(=O)(=O)N1Cc1cn(Cc2ccc(C(F)(F)F)cc2)nn1
→ . | -3 | . | -1 | . | 6 | 2 | 1 | 1 | -6
Cc1ccc(O)c(C(CC(=O)NC(C)C)c2ccccc2)c1 (stereo not drawn)
→ -14 | 0 | -4 | -1 | -0.3 | 1 | -3 | 3 | 2 | -1
O=C(Nc1cccc2ncccc12)c1ccc([N+](=O)[O-])o1
→ 1 | -3 | -3 | 6 | -3.1 | -1 | 0 | 4 | 3 | -6
COc1ccc(OC)c(NC(=O)Cn2cc(C#N)c3ccccc32)c1
→ -17 | 0 | -4 | 2 | 0.6 | 1 | -2 | 2 | 3 | 4
Cn1cc(/C=N/NC(=O)c2ccc(C#N)cc2F)c2ccccc21
→ -4 | -2 | 9 | 0 | -2.1 | 1 | 1 | 0 | -1 | -3
CC(=O)c1cccc(NC(=O)N2C3CCC2CC(O)(c2cccnc2)C3)c1 (stereo not drawn)
→ 5 | 2 | 1 | -3 | 0.6 | -1 | 2 | 0 | 4 | -2
Cc1onc(-c2ccccc2)c1C(=O)Nc1ccc(S(=O)(=O)N2CCCCC2)cc1
→ -25 | -4 | 2 | -4 | -0.1 | -11 | 8 | -1 | -2 | -6
O=C(Nc1nccs1)c1ccc(Br)cc1
→ -7 | -1 | -3 | 2 | 1.3 | 1 | 1 | 3 | 1 | 1
CC(C)C[C@H](NC(=O)Nc1cccc(C(F)(F)F)c1)C(=O)O
→ 2 | 2 | -4 | 0 | -0.7 | 0 | 0 | -1 | 2 | -2
Cc1cc(O)ccc1-c1cc(C(=O)NCc2ccc(F)cc2)[nH]n1
→ . | -2 | 1 | -2 | 1.2 | 4 | 1 | -3 | -2 | 4
NC(=O)COC(=O)CCCc1c[nH]c2ccccc12
→ 0 | -1 | 7 | -2 | 1.1 | 1 | 0 | 2 | 1 | 4
COc1ccc(OC)c(NC(=O)C(=O)NNC(=O)c2cccs2)c1
→ 3 | -1 | 3 | 6 | -0.9 | 0 | 4 | 1 | 11 | 3
O=C(CN1CCN(Cc2ccccc2)CC1)Nc1ccc(Cl)cc1
→ -3 | -9 | 12 | 6 | -1.9 | -4 | -3 | 2 | 2 | -1
Cn1ccnc1SCC(=O)Nc1ccc2c(c1)COC2=O
→ 2 | 7 | 2 | 3 | -1.1 | -1 | 3 | -3 | 1 | -2
CCS(=O)(=O)N1CCN(c2ccc(S(=O)(=O)N3CCOCC3)cc2)CC1
→ 6 | 1 | 1 | 7 | -0.4 | 6 | -3 | -3 | 31* | 5
O=C(Oc1cccc(Nc2ncnc3ccccc23)c1)c1ccccc1Cl
→ -93 | -1 | -8 | 2 | 1.2 | -43 | 10 | 3 | 14 | -1
O=C(CSc1nc2cccc(F)c2c(=O)n1-c1ccccc1)Nc1ccc2c(c1)CCC2
→ . | -1 | -14 | -1 | 0.3 | -11 | 6 | 3 | 3 | 1
O=C(O)c1ccc(Nc2nc(-c3cccnc3)cs2)cc1O
→ -6 | -1 | 2 | 0 | -3.5 | 15 | 9 | -5 | -3 | 1
CC(C)(C)NS(=O)(=O)c1ccc(CCC(=O)NCc2ccco2)cc1
→ -2 | 0 | -3 | -1 | -0.4 | 0 | 4 | 1 | -1 | 2
O=[N+]([O-])c1ccc(-c2cn3c(n2)CCC3)cc1
→ 3 | -4 | 0 | -3 | -1.1 | 5 | 0 | 3 | -1 | -7
CCCCC(=O)NCCc1ccc(OC)cc1
→ -2 | 0 | -2 | 1 | 0.0 | -3 | -4 | 0 | -3 | -3
CC(C)N(CCc1ccncc1)C(=O)Nc1ccc(Cl)c(Cl)c1
→ -18 | 0 | 3 | -5 | 0.4 | 1 | 0 | -2 | 2 | 3
Cc1ccc(CO/N=C/c2c(O)cc(C)oc2=O)cc1
→ 1 | 5 | 0 | 3 | -3.2 | 4 | -3 | 2 | 1 | 1
CC1CC(C)CN(C(=O)C(Cc2ccccc2)NC(=O)c2ccccc2)C1 (stereo not drawn)
→ -6 | 1 | -5 | -4 | -0.8 | -3 | -7 | -3 | 0 | 4
NC1=NC(=Nc2ccc(Cl)cc2)c2ccccc21
→ 1 | -4 | 3 | 1 | 0.6 | -1 | -1 | 1 | -3 | -5
COC(=O)C[C@H]1CC[C@@H]2[C@H](COc3ccc(NC(=O)c4cccc(Cl)c4)cc3C(=O)N2C)O1
→ . | 3 | . | 2 | . | 4 | 6 | 0 | 1 | 4
CC(=O)Nc1ccc(CN(C)c2c(C)nc3ccc(C(=O)N4CCN(C(C)=O)CC4)cn23)cc1
→ . | 0 | 3 | 8 | 1.0 | 6 | -1 | -1 | 1 | 0
Nc1nsc2ccccc12
→ 7 | 2 | 5 | 4 | -0.1 | 2 | 0 | -4 | -1 | 0
O=c1nc2ccccn2c2ccc(S(=O)(=O)N3CCCCC3)cc12
→ -1 | 4 | -5 | 5 | -0.1 | 1 | 5 | -2 | 0 | 1
CC(C)c1nnc(NC(=O)c2nc(S(=O)(=O)Cc3ccccc3)ncc2Cl)s1
→ 6 | 7 | 9 | -4 | 0.2 | 9 | 15 | 1 | -3 | -6
N#Cc1c[nH]n2c(=O)c3c(nc12)CCC3
→ 4 | -2 | 4 | 4 | -3.4 | 2 | -1 | -2 | -1 | -1
CCNC(=S)NNC(=O)Cc1ccccc1
→ 4 | -2 | 6 | -3 | 0.0 | -6 | 3 | 0 | 0 | 2
Cc1cc(N2CCN(Cc3nc(-c4ccc(F)cc4)oc3C)CC2)cc(C)n1
→ 2 | -4 | -2 | 0 | -1.7 | -2 | 1 | 3 | 6 | 1
COc1cc(C(=O)OCC(C)=O)c([N+](=O)[O-])cc1OC
→ 3 | -3 | 2 | 5 | -0.8 | -1 | -1 | -2 | -1 | 0
O=C(CN1C(=O)S/C(=C\c2cccs2)C1=O)Nc1ccc(O)cc1C(=O)O
→ -10 | 32* | -4 | -4 | 0.6 | 5 | 68* | 2 | 2 | -3
C=CCn1sc(=N)c(C#N)c1N
→ 5 | 0 | 2 | -5 | -1.9 | -2 | 1 | -2 | -1 | -3
CCOc1ccc(C(=O)Nc2ccc(CN3CCOCC3)cc2)cc1Cl
→ 2 | -3 | 5 | -2 | -0.5 | -8 | -3 | 2 | -3 | -3
COC(=O)C1CCN(C(=O)N2CCOCC2)CC1
→ 8 | 2 | -2 | 0 | 0.7 | -1 | -1 | 5 | 2 | -2
Cc1ccccc1CC1(CO)CCCN(C(=O)c2ccccc2N(C)C)C1 (stereo not drawn)
→ 1 | -4 | 3 | -5 | 2.2 | -3 | -9 | 2 | -3 | 2
Cc1ccccc1NC(=O)Cc1nc(COC(=O)c2ccc(Cl)nc2)cs1
→ -9 | 3 | -12 | 6 | -0.8 | 10 | 8 | -5 | 3 | -3
O=C(CNc1cccc(S(=O)(=O)N2CCCC2)c1)Nc1ccc(C(F)(F)F)cc1
→ -12 | -6 | 1 | 7 | -0.7 | -16 | 3 | 7 | 2 | 2
C=CCn1c(SC(C)C(=O)Nc2ccc(F)c(F)c2F)nnc1C1CC1 (stereo not drawn)
→ -4 | 4 | -2 | 5 | 0.5 | -9 | -8 | -3 | 6 | 8

The listing continues.
Values run as follows: HTRA1 inhibitor | PRMT1 inh | TCR CD3 inh | NR1D1 modulator | PG9 Ab binder | mABHD4 FP | rCAG binder | LEDGF integ inh | UHRF1 binding | MBD2 inh
COc1ccc(CN2C(=O)N(c3ccccc3)C(=O)C2CC(=O)Nc2ccccc2)cc1OC (stereo not drawn)
→ -1 | 0 | -1 | 3 | -0.4 | 3 | -2 | 2 | 5 | 2
O=S(=O)(c1ccccc1F)n1c(CN2CCOCC2)nc2ccccc21
→ . | 0 | . | 5 | . | 0 | 2 | -1 | 0 | 0
O=c1c2cc(NC(=S)NC3CCCCC3)ccc2nc2n1CCCCC2
→ -5 | 3 | 2 | -2 | 0.7 | -2 | 4 | -3 | 6 | -4
COc1ccccc1C(C)NC(=O)Cc1ccc(S(=O)(=O)N2CCOCC2)s1 (stereo not drawn)
→ 1 | 0 | 0 | 5 | -0.3 | -1 | -1 | -4 | 3 | -2
CC1(C)CC(=O)C(C=Nc2cccnc2/N=C/C2=C(O)CC(C)(C)CC2=O)=C(O)C1
→ 2 | 25* | 1 | -5 | -2.2 | 7 | -10 | -1 | -3 | -4
C=CCn1c(SCC(=O)NC2CCCC2)nnc1-c1ccccn1
→ -12 | -6 | 0 | 2 | -3.0 | -6 | -1 | 7 | 1 | -5
Cc1cc(NC(=O)CSc2nncn2N)no1
→ 2 | -1 | -6 | 1 | 0.3 | -1 | 2 | 0 | 0 | -3
CCOC(=O)C(c1ccccc1)C(Nc1ccccc1)c1ccccn1 (stereo not drawn)
→ -12 | 1 | -5 | -2 | 1.9 | -1 | -7 | -5 | 2 | 2
